# Compound activity deposited in PubChem BioAssay by several laboratories.
# PKA-R1A activ = activates the PKA-R1A holoenzyme complex. P00514+P68181. PKA-R1A dissociation, Cy5-IP20 fluorescence polarization; scaled: DMSO 0%, 113 µM cGMP 100%. actives 0.083% (n = 340,000). activation, % at 11.4 µM;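 active = percent activation above the mean of all tested compounds plus 3 SD, cut at about 19% in these data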;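 note: higher means more PKAc released from R1A so a rise in polarization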
# HTR5A ag = counter-screen for OPRM1-OPRD1 agonists: human HTR5A agonism; P47898; actives 0.61% (n = 340,000); AID 504692; HTR5A agonist assay, luminescence, cell-based; activation, % at 9.3 µM; in the data active = activation mostly above about 9.5%, no sharp cut-off; inactive = mostly below about 7.6%;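 note: 0% = cells with vehicle only and 100% = reference agonist; strong numbers were not always called active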
# Mot1-301 SUMO = blocks SUMOylation pathway, rescuing yeast Mot1-301 growth; S. cerevisiae Mot1-301 growth rescue, ATP luminescence, 38.5C; percent above DMSO median, 100 means doubled; growth rescue, % at 18.8 µM; actives 1% (n = 320,000); AID 2716;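 active = every valid replicate shows activation above 250% relative to neutral control wells; inactive = the rest, any valid replicate at or below 250%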;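 note: OY570 slx delta 5 strain wells were the positive control but not used for scaling; some compounds called inactive have numbers as strong as hits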
# MOR-DOR inv ag = inverse agonists of human mu-delta opioid receptor heterodimerization. P35372+P41143. cell-based MOR-DOR heterodimer luminescence, inverse agonism. inhibition, % at 9.3 µM. actives 0.21% (n = 340,000); in the data active = inhibition above about 22%, passing the limit was not always enough;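 note: 0% = cells with DMSO and 100% = wells without cells with DMSO; values of inactives mirror those of a sister screen read the other way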
# Target sequence (P35372 whole entry, looked up): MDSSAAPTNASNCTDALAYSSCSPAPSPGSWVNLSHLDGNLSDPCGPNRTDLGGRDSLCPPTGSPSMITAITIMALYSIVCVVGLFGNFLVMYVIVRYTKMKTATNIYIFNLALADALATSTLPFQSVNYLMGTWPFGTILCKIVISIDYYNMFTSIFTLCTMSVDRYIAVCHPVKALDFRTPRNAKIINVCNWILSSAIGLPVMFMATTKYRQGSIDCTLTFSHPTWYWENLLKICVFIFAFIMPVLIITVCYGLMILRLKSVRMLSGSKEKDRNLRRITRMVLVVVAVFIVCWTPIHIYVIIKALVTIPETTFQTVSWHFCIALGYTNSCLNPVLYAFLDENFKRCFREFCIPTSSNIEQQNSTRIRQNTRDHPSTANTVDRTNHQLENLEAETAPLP
# Target sequence (P41143 whole entry, looked up): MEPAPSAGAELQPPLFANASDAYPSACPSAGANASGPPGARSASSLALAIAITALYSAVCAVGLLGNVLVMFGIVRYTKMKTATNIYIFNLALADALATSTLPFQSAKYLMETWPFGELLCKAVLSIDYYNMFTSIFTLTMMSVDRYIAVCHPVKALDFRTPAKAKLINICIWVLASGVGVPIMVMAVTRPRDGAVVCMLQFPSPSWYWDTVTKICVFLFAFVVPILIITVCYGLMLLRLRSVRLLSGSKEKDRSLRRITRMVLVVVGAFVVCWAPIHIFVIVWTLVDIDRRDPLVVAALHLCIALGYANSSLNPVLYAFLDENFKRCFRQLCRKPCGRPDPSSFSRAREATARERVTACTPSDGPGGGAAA
# HTR5A inv ag = counter-screen for OPRM1-OPRD1 inverse agonists: human HTR5A inverse agonism; P47898; HTR5A cell line, luminescence; inhibition, % at 9.3 µM; actives 0.083% (n = 340,000); in the data active = inhibition mostly above about 23%, no sharp cut-off; inactive = mostly below about 18%;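 note: 0% = cells with DMSO and 100% = no-cell wells with DMSO; some compounds called inactive have numbers as strong as hits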
# AddAB inh = less growth of phage-infected E. coli with AddAB | E. coli expressing H. pylori AddAB, absorbance growth | inhibition, % at 11.9 µM | actives 0.29% (n = 330,000) | AID 435030; in the data active = inhibition above about 12%;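 note: 0% = vehicle wells of infected cells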
# phage Ecoli inh = E. coli growth loss with phage present. actives 0.26% (n = 360,000). AID 651602. inhibition, % at 11.9 µM. growth absorbance; in the data active = inhibition above about 11%
# MOR-DOR ag = agonists of human mu-delta opioid receptor heterodimerization | cells, OPRM1-OPRD1 heterodimerization, luminescence | activation, % at 9.3 µM | actives 0.3% (n = 340,000); in the data active = activation above about 18%;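 note: 0% = vehicle-treated cells and 100% = reference agonist; values of inactives mirror those of a sister screen read the other way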
# PfHsp90 set2 = reduces growth (ATP signal) of yeast expressing P. falciparum Hsp90; S. cerevisiae expressing PfHsp90, BacTiter-Glo ATP, 48 h; yeast lacking PDR1 and PDR3 efflux regulators; inhibition, % at 9.4 µM; actives 0.32% (n = 310,000);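 active = every replicate shows inhibition above about 80%, whatever the replicate mean, limit read from the data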;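 note: 0% = DMSO neutral controls and 100% = 20 µM radicicol positive controls; yeast relying on Plasmodium falciparum Hsp90 in place of its own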
# E coli growth = reduces bacterial viability in AddAB counter-screen; E. coli V3065 growth, OD600 absorbance, 18 h; inhibition, % at 11.9 µM; actives 0.27% (n = 330,000);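 active = inhibition above the campaign's mean inhibition across all tested compounds plus 3 SD, cut at about 9.9% in these data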;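 note: uninfected addAB+ strain grown without phage in ampicillin broth; 0% = DMSO wells and 100% = ciprofloxacin 0.95 µg/ml wells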
# Pemphigus Ab inh = blocks pemphigus antibody binding to human desmoglein-3; actives 0.48% (n = 310,000); DSG3-coupled beads, scFv-anti-DSG3-GFP binding, flow cytometry; active compounds read low; binding (percent of control), % at 10 µM;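 active = binding more than 3 SD below its plate's average and above zero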;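 note: hits lower antibody fragment binding to DSG3; some compounds called inactive have numbers as strong as hits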
# * marks the source's active call; other numbers are inactive results; / = no result given. An excerpt; count on the stated rates, not on these rows.
item	smiles	AddAB inh	MOR-DOR inv ag	E coli growth	HTR5A inv ag	Pemphigus Ab inh	PKA-R1A activ	PfHsp90 set2	Mot1-301 SUMO	MOR-DOR ag	HTR5A ag	phage Ecoli inh
1	COC(=O)C1=C(c2cccc(C#N)c2)C[C@@H]2CC[C@H]1N2C(=O)NC1CCCCC1	-0.3	2.1	1.4	4.5	95.2	-13.3	14.4	-1.1	-0.5	-0.6	1.9
2	COC(=O)C1=C(c2ccc(F)cc2OCc2ccccc2)C[C@@H]2CC[C@H]1N2C(=O)NCCOc1ccc(OC)cc1	0.1	10.2	-1.1	16.5	105.3	-6.1	23.1	-21.2	-1.8	5.3	0.4
3	O=C(CCc1ccc(O)cc1)N1C[C@H]2C[C@@H](C1)c1cccc(=O)n1C2	2.5	11.9	0.7	18.5	/	4.7	22.4	134.1	-2.4	7.7	0.3
4	N/C(=N\[N+](=O)[O-])N1CCN(C(=O)Oc2ccccc2)CC1	-0.3	21.8	-0.5	15.2	101.4	-6.9	4.2	-9.2	-4.9	-4.1	0.1
5	C=CCN1C(=O)NC(=O)/C(=C/c2cccn2C)C1=O	0.6	24.1	0.6	-5.8	95.3	-3.2	-24.5	-0.5	-4.5	2.1	3.6
6	O=C(O)CCn1cc(C=C2C(=O)NC(=O)NC2=O)c(-c2cc3ccccc3oc2=O)n1	1.4	-2.7	0.3	2.2	105.6	-0.4	0.6	38.3	0.5	2.5	4.2
7	Nc1ccccc1C(=O)c1ccccc1	1.2	5.1	-2.0	-4.1	102.5	-11.2	3.7	-2.4	-1.0	1.4	2.1
8	CCCc1c(C)nc(SCC(=O)C(C)(C)C)nc1OC(=O)N(C)C	0.1	13.9	-2.0	-12.7	105.1	-7.2	-2.9	-12.6	-2.8	4.6	0.8
9	O=C(Cc1ccccc1)N1CCN(Cc2cccc(Br)c2)CC1	-2.3	12.9	-1.2	18.8	91.3	-19.0	9.2	4.0	-2.5	1.7	0.0
10	O=C(C(Cc1ccccc1)NS(=O)(=O)c1cccc2nsnc12)N1CCC2(CC1)OCCO2 (centres undefined)	0.7	3.6	2.0	-1.9	106.6	-2.4	-2.6	-0.6	-0.8	0.7	0.4
11	COCc1cc(C2SCC(=O)Nc3c2c(=O)[nH]n3C(C)C)ccc1OC (centres undefined)	2.1	9.9	0.5	5.5	105.5	-3.8	5.8	1.5	-1.7	-1.9	2.8
12	Cc1c(C(=O)N2CCC3(CC2)OCCO3)oc2ccc(S(=O)(=O)N3CCCCC3)cc12	2.2	6.5	1.0	15.8	97.1	-1.8	-35.2	-14.7	-1.0	4.5	2.9
13	NC(=O)c1ccc(OCCC(O)N2CC=C(c3ccc(F)cc3)CC2)cc1 (centres undefined)	-0.6	9.4	-1.5	1.3	100.3	-18.6	-2.4	-7.5	-1.7	-0.4	4.4
14	COC(=O)C1=C(c2cc3ccccc3o2)C[C@@H]2CC[C@H]1N2C(=O)NCc1ccc(F)cc1	1.4	-11.7	-0.4	-20.9	104.5	-4.4	9.0	13.5	2.0	7.8	5.2
15	COC(=O)C1=C(c2cccc(NC(C)=O)c2)C[C@@H]2CC[C@H]1N2C	1.3	10.2	1.1	-16.6	103.0	7.9	-32.9	-3.4	-1.8	0.5	0.5
16	C=CCn1c(O)c(C=Nc2ccc(OC)cc2C)c(=O)[nH]c1=O	1.4	3.7	0.6	-7.2	63.4	-2.2	18.8	-5.5	-0.7	2.1	2.7
17	CN(C)S(=O)(=O)c1cc(C(=O)N2CCC(C(=O)O)(c3ccccc3)CC2)ccc1Cl	23.8*	19.2	9.1	-14.4	123.2	-1.6	22.0	-13.0	-3.6	5.1	1.7
18	Cc1nc2ccccc2c(=O)n1/N=C/c1cc(Br)cc(Br)c1O	4.6	-19.7	2.7	-8.4	111.0	2.3	-16.4	62.5	3.7	-1.2	8.4
19	NP(=O)(OCC(F)(F)F)Oc1cccc2ccccc12 (centres undefined)	2.2	5.7	-2.2	7.4	101.4	-1.1	34.3	-5.3	-1.1	-2.8	3.9
20	O=c1c2ccccc2nc(-c2ccccc2)n1-c1cccc(O)c1	-1.9	7.1	-4.0	6.7	103.9	-7.3	-8.3	1.0	-1.2	-2.6	3.2
21	O=C(N/N=C/c1c(O)n(C2CCCCC2)c(=S)[nH]c1=O)c1ccccc1	2.3	5.0	-2.0	-2.3	/	-5.7	12.6	2.9	-0.9	0.6	3.5
22	C[C@H]1CC[C@@]2(C)[C@@H](CC[C@@H]3[C@@H]2CC[C@]2(C)[C@@H](O)CC[C@@H]32)C1	0.4	3.7	-2.1	-22.2	90.6	-4.3	-2.9	79.5	-0.7	7.5	-1.4
23	COc1cccc(-n2c(C)nc3ccccc3c2=O)c1	1.9	-11.0	-2.8	-7.1	97.9	-1.6	-3.4	5.8	1.9	-3.2	0.2
24	CC1(C)NC(=S)C(C)(C)N1N=O	/	1.2	/	-27.7	88.6	9.0	12.7	/	-0.3	7.2	1.2
25	O=C(COc1ccc(Cl)cc1)N1CCN(C/C=C/c2ccccc2)CC1	0.2	9.4	-1.0	5.6	100.7	-7.8	9.9	199.0	-1.9	4.2	0.9
26	Cc1cc(=O)[nH]c(SCc2nc3ccccc3c(=O)n2-c2ccccc2C)n1	-0.5	5.7	1.4	2.3	100.4	-0.7	-6.9	-22.0	-1.1	-0.7	3.1
27	C=CC12CN(C)[C@@H]3C4CO[C@H](C[C@H]41)[C@]1(C(=O)Nc4ccccc41)[C@@H]32 (some centres undefined)	5.2	8.1	1.7	7.9	98.3	6.5	-14.7	-12.1	-1.6	-1.6	5.7
28	CCOc1ccc(N2C(=O)CC(=O)NC2=O)cc1	1.2	-9.5	0.9	-34.1	112.5	-1.3	-7.4	-10.7	1.9	7.2	1.3
29	CCCC(C)(COC(N)=O)COC(=O)NC(C)C (centres undefined)	0.9	6.4	0.0	-6.8	96.0	-4.7	22.5	-20.8	-1.2	1.9	3.2
30	COC(=O)C1=C(c2ccc3ccccc3c2)C[C@@H]2CC[C@H]1N2C(=O)NCCNC(C)=O	0.3	6.6	-1.8	2.8	95.1	5.4	1.2	6.7	-1.1	3.3	/
31	N#CC(C#N)=NNc1ccc(-n2ccc(C(F)(F)F)n2)cc1	2.2	12.9	0.6	-16.5	117.3	-7.2	-15.6	-8.3	-2.5	7.8	2.0
32	CC(C)Oc1cc(-n2c(=S)[nH]c3ccccc3c2=O)c(Cl)cc1Cl	2.2	-14.9	-1.3	9.9	/	-8.9	-64.6	28.1	3.6	-4.1	1.8
33	COc1cc(OC)cc(C(=O)Nc2ccc(Br)cc2C(=O)c2ccccc2)c1	2.8	-3.0	1.2	-0.1	99.6	-5.1	9.3	10.1	0.6	3.5	3.2
34	c1ccc(-c2cc(-c3ccccc3)[n+](-c3ccccc3)c(-c3ccccc3)c2)cc1	0.0	-45.5	-1.3	-12.0	96.5	3.5	-26.3	32.7	8.8	6.3	3.1
35	O=[N+]([O-])c1ccc(NCCO)c2ncccc12	1.5	10.2	3.8	20.6	95.4	-3.5	35.6	-14.1	-1.7	-7.7	1.9
36	N#CC(C#N)=Cc1ccc(-c2ccccc2F)o1	0.5	-40.8	1.0	-9.2	131.7	17.4	-12.8	4.1	7.4	-0.7	2.0
37	O=c1c2ccccc2nc(CNCc2ccco2)n1-c1ccc(F)cc1	1.9	-5.0	-0.2	5.0	85.2	-10.3	-11.9	-5.7	0.7	2.1	1.8
38	CN1CCc2c(c(N3CCCCC3)nc3n[nH]c(N)c23)C1	0.1	16.6	-1.8	-39.7	92.5	-4.1	/	-16.1	-3.1	0.8	1.7
39	O=C(Cn1c(=O)c(C(F)(F)F)nc2ccccc21)N1CCC2(CC1)OCCO2	0.8	0.9	-0.2	6.1	105.8	-6.0	-4.2	20.1	-0.2	1.8	3.4
40	O=c1[nH]c(O)c(N=Nc2ccc(SC(F)F)cc2)c(=O)[nH]1	-0.4	8.8	0.8	5.0	98.2	0.2	-1.5	15.5	-1.6	-1.8	4.7
41	O=C1Nc2ccc(Br)cc2C(c2ccc(Cl)cc2)=NC1O (centres undefined)	/	0.3	/	-9.6	99.3	-0.9	13.1	-18.0	-0.1	2.5	2.1
42	COC(=O)C1=C(c2ccc3ccccc3c2)C[C@@H]2CC[C@H]1N2C(=O)NCC1CC1	0.0	0.4	-0.3	-5.9	97.7	1.6	20.3	19.1	-0.1	5.5	0.1
43	COc1cc2c(cc1OC)C13CCN4C=C5CCOC6CC(=O)N2C1C6C5CC43 (centres undefined)	/	1.7	/	-11.6	104.2	6.2	15.7	/	-0.4	3.0	-0.1
44	CCOc1ccc(C2CC(c3c(O)n(C)c(=O)n(C)c3=O)=NN2)cc1 (centres undefined)	1.7	18.3	1.8	-35.6	101.0	-5.5	-16.3	-20.6	-3.6	-1.9	2.1
45	CN1C(=O)C(=Cc2cn(CC#N)c3ccccc23)C(=O)N(C)C1=O	/	15.6	/	4.8	97.9	-1.3	5.2	-6.7	-3.4	-1.4	0.6
46	C#CCOc1cc(C2C3=C(COC3=O)Nc3cc4c(cc32)OCO4)ccc1OC (centres undefined)	0.7	-5.5	2.1	-20.0	110.3	-9.0	4.4	9.4	0.8	6.5	2.0
47	O=C1CN=C(c2ccc(F)cc2)c2oc3ccccc3c2N1	0.5	10.8	1.1	-5.9	100.9	-10.8	-76.3	/	-2.1	-3.5	3.5
48	COc1ccc2c(c1OC)C(=O)OC2C1c2cc3c(cc2CCN1C)OCO3 (centres undefined)	2.0	15.3	-0.2	-14.6	113.0	9.9	-7.1	2.7	-3.0	5.3	1.1
49	CC(C)N1CCN(Cc2cccc3c2OCO3)CC1CCO (centres undefined)	1.2	-17.7	-0.5	9.3	94.4	5.2	-9.6	6.1	2.5	-3.4	3.2
50	N#C/C(=C\c1ccc(O)cc1)C(=O)O (tested in a mixture with another compound)	/	13.0	/	-12.7	/	-13.3	-5.6	/	-2.4	3.6	3.0
51	CC1=CC(=C2C(=O)NC(=S)NC2=O)C=C(C(F)(F)F)N1C	-2.2	0.8	-4.5	-7.5	84.3	-8.2	-6.6	4.3	-0.1	3.9	1.9
52	COc1ccccc1CCNCc1cccc(C(F)(F)F)c1	1.7	4.3	-0.5	-3.0	111.8	-5.8	0.9	32.0	-0.8	-6.0	2.3
53	CCc1ccc(CN2CCN(Cc3cc(Br)ccc3O)CC2)cc1	2.5	-9.8	-1.3	3.4	95.8	3.3	-6.6	47.3	2.1	3.9	1.3

# In a second layout: results already given.
[50] N#C/C(=C\c1ccc(O)cc1)C(=O)O (tested in a mixture with another compound)
- AddAB inh: /
- MOR-DOR inv ag: 13.0
- E coli growth: /
- HTR5A inv ag: -12.7
- Pemphigus Ab inh: /
- PKA-R1A activ: -13.3
- PfHsp90 set2: -5.6
- Mot1-301 SUMO: /
- MOR-DOR ag: -2.4
- HTR5A ag: 3.6
- phage Ecoli inh: 3.0

[44] CCOc1ccc(C2CC(c3c(O)n(C)c(=O)n(C)c3=O)=NN2)cc1 (centres undefined)
- AddAB inh: 1.7
- MOR-DOR inv ag: 18.3
- E coli growth: 1.8
- HTR5A inv ag: -35.6
- Pemphigus Ab inh: 101.0
- PKA-R1A activ: -5.5
- PfHsp90 set2: -16.3
- Mot1-301 SUMO: -20.6
- MOR-DOR ag: -3.6
- HTR5A ag: -1.9
- phage Ecoli inh: 2.1
